Source: PubChem BioAssay
ERa coact pot: enhances coactivator binding to human estrogen receptor alpha; TR-FRET ERalpha-LBD/SRC-Cy5 coactivator binding, 2 h; 100 = basal binding, no effect; coactivator binding (% of control), % at 25.6 µM; 86,000 tested, 1.3% active; AID 639; in the data active = activity above about 200%;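 also: binding measured in presence of low estradiol as agonist stimulus; 0% = peptide alone without receptor and 100% = receptor with peptide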
Target sequence (P03372 whole entry, looked up, the tested form may be a part): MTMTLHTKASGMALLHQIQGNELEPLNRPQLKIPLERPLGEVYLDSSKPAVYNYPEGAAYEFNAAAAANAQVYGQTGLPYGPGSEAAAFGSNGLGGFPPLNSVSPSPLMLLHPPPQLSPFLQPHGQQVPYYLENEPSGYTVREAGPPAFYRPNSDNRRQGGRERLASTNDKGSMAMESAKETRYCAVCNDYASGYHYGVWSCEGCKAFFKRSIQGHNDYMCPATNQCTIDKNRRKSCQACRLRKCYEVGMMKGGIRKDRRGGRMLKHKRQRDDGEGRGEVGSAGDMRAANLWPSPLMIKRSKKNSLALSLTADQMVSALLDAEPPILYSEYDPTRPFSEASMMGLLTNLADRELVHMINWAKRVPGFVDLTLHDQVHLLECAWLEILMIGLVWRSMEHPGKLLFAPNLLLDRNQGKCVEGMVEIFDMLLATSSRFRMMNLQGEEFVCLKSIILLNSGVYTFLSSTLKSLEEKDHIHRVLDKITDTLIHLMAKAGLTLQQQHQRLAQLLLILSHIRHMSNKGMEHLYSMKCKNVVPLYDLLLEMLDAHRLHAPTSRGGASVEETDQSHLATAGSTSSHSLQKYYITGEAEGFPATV
Calb biofilm kill: kills Candida albicans biofilms; 85,000 tested, 0.14% active; inhibition, % at 6 µM; C. albicans biofilm + clotrimazole, Alamar Blue;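 active = inhibition above 20%; inactive = inhibition below 20%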;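 also: preformed 24 hr biofilms exposed to compound for 48 hr; 0% = biofilm without compound and 100% = blank killed by clotrimazole plus chlorhexidine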
sEH activator: increases human soluble epoxide hydrolase activity; P34913; purified human sEH enzymatic activity, activator screen; activation, % at 2 µM; 91,000 tested, 0.04% active; AID 717; in the data active = activation above about 37%; also: values of inactives mirror those of a sister screen read the other way
CD11b adhes inh: blocks human CD11b/CD18 adhesion to fibrinogen | inhibition, % at 10 µM | 93,000 tested, 0.54% active | K562 CD11b/CD18 adhesion to fibrinogen, ATPlite luminescence; Mn2+ added to activate the integrin;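 active = primary inhibition of 50% or more at 10 µM, then 40% or more on retest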; also: some results filed as inactive read as strong as hits
Smad3 FoxH1 inh: Smad3 (human) transcription factor binding inhibition; TR-FRET Smad3/Dy647-FoxH1 peptide binding, europium anti-His; 88,000 tested, 0.29% active; AID 630; inhibition, % at 25 µM; P84022;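 active = compounds that reduce the energy-transfer binding signal between the protein and its labelled peptide by more than half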;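 also: 0% = Smad3 plus labelled peptide maximal FRET and 100% = peptide-only background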
Target sequence (P84022 whole entry, looked up): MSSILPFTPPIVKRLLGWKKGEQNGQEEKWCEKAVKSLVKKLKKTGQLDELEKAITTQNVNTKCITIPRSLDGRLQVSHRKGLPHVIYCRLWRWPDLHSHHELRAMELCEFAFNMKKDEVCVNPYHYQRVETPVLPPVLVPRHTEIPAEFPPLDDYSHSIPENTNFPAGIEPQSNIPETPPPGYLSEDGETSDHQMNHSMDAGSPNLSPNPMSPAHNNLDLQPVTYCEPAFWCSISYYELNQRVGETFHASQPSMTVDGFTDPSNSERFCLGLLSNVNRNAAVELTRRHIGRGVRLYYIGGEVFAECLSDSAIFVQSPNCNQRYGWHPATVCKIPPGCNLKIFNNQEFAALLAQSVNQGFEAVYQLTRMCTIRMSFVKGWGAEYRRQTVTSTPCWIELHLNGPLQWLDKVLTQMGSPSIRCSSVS
ERb coact inh: blocks coactivator binding to human estrogen receptor beta; 86,000 tested, 1.3% active; Q92731; TR-FRET ER-beta LBD / SRC1-Cy5 peptide binding; receptor agonist-loaded with 1 µM estradiol; inhibition, % at 25.6 µM;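 active = compounds whose percent inhibition of the receptor-coactivator binding signal exceeds about 50% in the single-dose screen, limit read from the data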;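 also: 0% = receptor plus peptide wells without compound and 100% = peptide-only wells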
Mac1 fbg enh: increases human CD11b/CD18 adhesion to fibrinogen | P05107+P11215 | K562 CD11b/CD18 adhesion to fibrinogen, ATPlite luminescence | activation, % at 10 µM | 93,000 tested, 0.07% active;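 active = 10 µM primary screen giving 50% or more activity, confirmed by 40% or more on retest at that dose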; also: strong numbers were not always called active; reference of the scale not given here
sEH inh: inhibitors of human soluble epoxide hydrolase; P34913; AID 707; 91,000 tested, 0.34% active; recombinant human sEH enzymatic activity assay; inhibition, % at 2 µM; in the data active = inhibition above about 80%; also: values of inactives mirror those of a sister screen read the other way; many of its hits are not listed in these tables
MT1-MMP txn act: MT1-MMP promoter transcription activation; HT1080 MT1-MMP promoter luciferase reporter, luminescence, overnight; hits give high values; activation factor at 10 µM; 86,000 tested, 0.16% active;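 active = activation factor of at least 2 for MT1-MMP transcription at 10 µM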
* hit, by the source's call; · = no result given; [ ] = dose if it differs, or a comment. The list is partial (hit frequency here may not be typical).

SMILES | ERa coact pot | Calb biofilm kill | sEH activator | CD11b adhes inh | Smad3 FoxH1 inh | ERb coact inh | Mac1 fbg enh | sEH inh | MT1-MMP txn act
CCN1CCN(C(C)C(=O)Nc2c(C)n(C)n(-c3ccccc3)c2=O)CC1 (stereo unspecified) | 105 | 4 | 5 | -2 | 7 | 7 | 3 | -5 | 1.1
CSc1nc2ccc(S(=O)(=O)N3CCCC3)cc2s1 | 115 | 3 | 17 | -6 | 3[fluorescence artefact?] | -7 | -2 | -19 | 1.2
COC(=O)c1cnn2c3c(c(C)nc12)CCCC3 | 95 | 0 | 0 | 18 | 3 | 0 | -2 | -3 | 1.4
O=C(Nc1ccccc1Cl)c1cc(S(=O)(=O)N2CCOCC2)cs1 | 98 | -3 | -14 | -4 | 0 | 2[fluorescence artefact?] | -2 | 13 | 1.1
Cc1nc2sc(C(c3cccc(F)c3)N3CCCCC3)c(O)n2n1 (stereo unspecified) | 78 | 5 | 19 | -21 | 9 | 26 | 17 | -17 | 1.2
O=c1cc(Nc2ccc3c(c2)OCCO3)[nH]c(=O)n1Cc1ccc(F)cc1 | 77 | -4 | 4 | · | 5 | -1 | · | -4 | 1.3
CCOC(=O)N1CCC(N2CCN(S(=O)(=O)c3ccc(NC(C)=O)cc3)CC2)CC1 | 106 | 6 | 2 | 8 | 8 | 0 | -2 | -3 | 1
Cc1ccccc1C(=O)Nc1cccc(N)c1 | 108 | 2 | 1 | 7 | -3 | -5 | 2 | 4 | 1.4
CCCCC(O)CN1CCC(c2ccccc2)CC1 (stereo unspecified) | 112 | -1 | 11 | -3 | -12 | 0 | -3 | -13 | 1.4
CC(=O)N=c1sc2c3ccccc3ccc2n1C | 108 | 7 | 7 | -10 | -2 | -6 | -2 | -8 | 1.4
CCOC(=O)CNC(=O)CSc1nnc(-c2ccc(OC)cc2)n1CC | 104 | 6 | -6 | · | -7 | -3 | · | 9 | 1.2
O=C(O)CCCCCN1C(=O)CCC1=O | 108 | -1 | 1 | 9 | 3 | 5 | -2 | 0 | 1.2
O=C(Cn1cccc1C(=O)c1ccccc1)NCCN1CCOCC1 | 93 | 6 | 1 | · | -2 | -7 | · | -2 | 1.1
Cc1cccc(-c2c3c(=O)n(C)c(=O)n(C)c3cn2-c2ccc(O)cc2)c1 | 113 | 1 | -4 | · | 8 | -3 | · | 2 | 1
Cc1cc(C)n(-c2ccc(F)cc2)c(=O)c1C(=O)O | 102 | 9 | -10 | · | 12 | -6[fluorescence artefact?] | · | 10 | 1.2
CC1CCN(C(=O)CN(c2ccc(Cl)c(C(F)(F)F)c2)S(C)(=O)=O)CC1 | 78 | -2 | 2 | -25 | 3 | -5 | -2 | -4 | 1.1
Cc1nc2nc[nH]n2c(=O)c1CC(=O)O | · | · | 24 | -5 | · | · | 5 | -22 | ·
CCOc1ccc(NC(=O)N[C@@H](CCSC)C(=O)OC)cc1 | 104 | -4 | 4 | -1 | 10 | -17 | -4 | -7 | 1.1
N#CC1=C(SCc2ccccc2)NC(=O)CC1c1ccc(O)cc1 (stereo unspecified) | 102 | 6 | -8 | · | 0 | -3 | -3 | 9 | 1.1
Cc1c(C(=O)O)oc2ccc(S(=O)(=O)NCc3ccc4c(c3)OCO4)cc12 | 102 | 5 | -3 | 11 | 9 | -5 | 3 | 1 | 1.1
CCCS(=O)(=O)N1CCN(Cc2ccccc2C(F)(F)F)CC1 | 96 | 3 | 22 | -2 | -5 | -17[fluorescence artefact?] | -2 | -21 | 1
Cc1ccc(S(=O)(=O)N2CCCCC2C(=O)NCc2ccco2)cc1 (stereo unspecified) | 106 | 8 | · | -12 | -2 | 4 | 3 | · | 1.1
CCCSC1=C(C#N)C(c2cccnc2)C(C(=O)OCC)=C(c2ccccc2)N1 (stereo unspecified) | · | · | 0 | 7 | · | · | 0 | 0 | ·
C=CCN(C(=O)CNC(=O)c1ccco1)C(C(=O)NC1CCCCC1)c1ccc(F)cc1 (stereo unspecified) | 104 | -2 | -14 | 3 | -7 | 0 | 2 | 14 | 1.2
CCOc1ccc(Cn2nnc(C(=O)NCCc3ccccc3)c2N)cc1 | 118 | 6 | · | 3 | -3 | 3 | 0 | · | 1
Clc1ccc(CSc2nnc([C@@H]3CCCN3)o2)cc1Cl | 108 | 3 | 0 | -15 | -11 | -2 | 0 | 3 | 1.2
Cn1cc(/C=N/n2cnc3sc4c(c3c2=O)CCCC4)c2ccccc21 | 93 | -1 | -9 | 14 | 1 | -30 | -1 | 9 | 1.2
O=C(NC1CCCCCCC1)c1ccc2c(c1)OCO2 | 133 | 8 | -55 | -4 | 15 | 5[fluorescence artefact?] | -1 | 54 | 0.7
CCN(CC)S(=O)(=O)c1ccc(-c2nnc(SCC(=O)Nc3nc(C)cs3)o2)cc1 | 118 | 8 | · | 10 | 4 | 2 | 1 | · | 1.1
Cc1cccc(-n2ccnc2SCC(=O)Nc2nccs2)c1 | 115 | -5 | 0 | 7 | 2 | -11 | -4 | 2 | 1.6
COc1ccc(OCCCC(=O)Oc2ccc(OC)cc2)cc1 | 106 | 2 | 11 | -4 | -3 | -10 | -5 | -11 | 1.1
CCOc1ccc(NC(=O)Nc2cccs2)cc1 | 95 | -2 | -21 | -11 | 3 | -2 | -2 | 22 | 1.1
CCOC(=O)c1[nH]c2c(c1C)C(=O)CC(c1ccc(OC)c(OC)c1)C2 (stereo unspecified) | 113 | 4 | 7 | -30 | -3 | 4[fluorescence artefact?] | -5 | -5 | ·
CCCCCCc1cc2cc(-c3nnc(-c4cc(OC)c(OC)c(OC)c4)o3)c(=O)oc2cc1O | 224*[fluorescence artefact?] | 4 | 16 | · | 6 | 0 | · | -15 | 1.1
CC1Cc2cc(/C(O)=C3/C(=O)C(=O)N(CCCn4ccnc4)C3c3ccncc3)ccc2O1 (stereo unspecified) | 102 | 5 | 2 | · | 7 | -5 | · | -2 | 1.1
N#CC1=C(SCC(=O)NC2CCCCC2)NC(=O)CC1c1ccco1 (stereo unspecified) | 93 | 2 | -36 | 10 | 4 | -6[fluorescence artefact?] | 1 | 35 | 1
Cc1nn(-c2ccccc2)c(C)c1/C=N\N1CCN(c2ccc(Cl)cc2)CC1 | · | · | 10 | 21 | · | · | -5 | -6 | ·
COc1ccc(Cl)cc1NC(=O)C12CCC(C)(C(=O)O1)C2(C)C (stereo unspecified) | 103 | 14 | -1 | · | 6 | -4 | · | 0 | 1
Clc1ccc(C2=C3CCCCn4c(-c5ccccc5)c[n+](c43)C2)cc1 | 55[fluorescence artefact?] | 7 | -2 | · | 6 | 5 | · | 1 | 1
COc1ccccc1-c1noc(-c2ccccc2C(=O)Nc2ccccc2)n1 | 130 | 8 | 8 | 7 | 10 | 1[fluorescence artefact?] | -1 | -6 | 1.1
CCOC(=O)Cc1[nH]nc2c1C(c1cc(OC)ccc1OC)C(C#N)=C(N)O2 (stereo unspecified) | 65 | 4 | 12 | 2 | -2 | 36[fluorescence artefact?] | -3 | -8 | 1.1
CCNc1nc(NCC)n2c(SCc3nc4ccccc4c(=O)[nH]3)nnc2n1 | 105 | 4 | -6 | -1 | -4 | -10 | 2 | 11 | 1
O=C(c1cc2c(s1)CCC2)N1C(=O)c2ccccc2S1(=O)=O | 128 | 10 | -6 | -4 | 5 | 2 | -3 | 6 | 1.2
CC(=O)Nc1nc(CC(C)C)cc2c1c(=O)oc1ccccc12 | 107 | 2 | -6 | 13 | -14 | 43 | 14 | 3 | 1.2
CCCc1nc2scc(-c3ccccc3)c2c(=O)n1N | · | · | -4 | -30 | · | · | -1 | 3 | 1
COc1ccccc1NC(=O)N1CCN(c2ccc3nncn3n2)CC1 | 108 | 1 | · | · | 3 | -8 | · | · | 1.1
Cc1cc(C)n(-c2nc3ccccc3nc2N2CCN(C(=O)c3ccc(F)cc3)CC2)n1 | 102 | 9 | -2 | 17 | -2 | 9 | 0 | 3 | 1.2
O=C1c2ccccc2C(=O)c2c1cccc2N1CCN(Cc2ccccc2)CC1 | · | · | 34 | -2 | · | · | -4 | -30 | ·
COc1ccccc1N1CCN(S(=O)(=O)/C=C/c2ccccc2)CC1 | 106 | 4 | 7 | -2 | 9 | -7 | 0 | -7 | 1.1
CCOC(=O)N1CCC(N2C(=O)c3ccccc3C2Nc2cc(Cl)c(OC)cc2OC)CC1 (stereo unspecified) | 96[fluorescence artefact?] | 10 | 8 | 3 | 10 | -4 | -2 | -8 | 1.2
CC(C)(C)C1=Nn2c(nnc2-c2ccccn2)SC1 | 119 | 9 | -7 | 7 | -4 | -5 | 5 | 7 | 1
C(=C\c1ccccc1)/C=N/Nc1nc2ccccc2s1 | · | · | 7 | 4 | · | · | -2 | -7 | ·
Cc1ccc(NC(=O)NCCc2ccc(S(N)(=O)=O)cc2)cc1 | 110 | 8 | · | 0 | 12 | 4 | -10 | · | 1
CCOC(=O)CSc1nc2ccccc2c(=O)n1C | 139 | · | -12 | · | 5[fluorescence artefact?] | -10 | · | 12 | 1.1
O=C(Nc1ccccc1F)c1cc2nc(C(F)F)cc(C(F)F)n2n1 | 103 | 8 | -4 | · | 6 | 2 | · | 9 | 1.6
O=C(NCCc1ccccc1)C(=O)NC1CCCCC1 | 106 | 0 | 31 | -4 | 9 | -9 | 15 | -35 | 1.3
O=c1c2ccccc2nnn1CSc1nc2ccccc2c(=O)n1Cc1ccco1 | 101 | 2 | · | 30 | 2 | 2 | -2 | · | 1.3
CC(C)=CC(=O)OCC(=O)Nc1ccccc1Cl | 100 | · | · | 1 | 3 | -9 | -3 | · | 1.1
CCCn1c(SCc2cc(=O)oc3ccc4ccccc4c23)n[nH]c1=O | 81[fluorescence artefact?] | -1 | · | -13 | -4 | 8[fluorescence artefact?] | -4 | · | 1.2
CCOC(=O)c1nnn(-c2nonc2N)c1CN(CC)CC | 118[fluorescence artefact?] | -1 | 2 | 2 | -15 | -2[fluorescence artefact?] | 1 | -2 | 1

Ordered by heavy-atom count (highest first): some entries from above
SMILES | ERa coact pot | Calb biofilm kill | sEH activator | CD11b adhes inh | Smad3 FoxH1 inh | ERb coact inh | Mac1 fbg enh | sEH inh | MT1-MMP txn act
COc1ccccc1-c1noc(-c2ccccc2C(=O)Nc2ccccc2)n1 | 130 | 8 | 8 | 7 | 10 | 1[fluorescence artefact?] | -1 | -6 | 1.1
CCOc1ccc(Cn2nnc(C(=O)NCCc3ccccc3)c2N)cc1 | 118 | 6 | · | 3 | -3 | 3 | 0 | · | 1
CCOC(=O)CNC(=O)CSc1nnc(-c2ccc(OC)cc2)n1CC | 104 | 6 | -6 | · | -7 | -3 | · | 9 | 1.2
O=C(Cn1cccc1C(=O)c1ccccc1)NCCN1CCOCC1 | 93 | 6 | 1 | · | -2 | -7 | · | -2 | 1.1
C(=C\c1ccccc1)/C=N/Nc1nc2ccccc2s1 | · | · | 7 | 4 | · | · | -2 | -7 | ·

Next section:
SMILES | ERa coact pot | Calb biofilm kill | sEH activator | CD11b adhes inh | Smad3 FoxH1 inh | ERb coact inh | Mac1 fbg enh | sEH inh | MT1-MMP txn act
CCCCCOC(=O)C1=C(C)Nc2nnnn2C1c1ccccc1Cl (stereo unspecified) | 56 | -5 | 8 | 10 | -20 | -8 | 2 | -8 | 0.9
COc1ccc(C(=O)C2CCN(C(=O)c3ccc(C)cc3)CC2)cc1 | 92 | 2 | -7 | 26 | -6 | -1 | -5 | 7 | 1.1
Cc1cc(C)n2nc(C(=O)OCC(=O)Nc3ccc4c(c3)OC(F)(F)O4)nc2n1 | 107 | 4 | 3 | -1 | 6 | 1 | -3 | -5 | 1.2
CCOC(=O)CNC(=O)C(CC(C)C)NC(=O)C1CCCCC1 (stereo unspecified) | 102[fluorescence artefact?] | -8 | 16 | 0 | 13 | -2 | -4 | -20 | 0.9

3 compounds already listed, arranged by their value in ERb coact inh, descending:
SMILES | ERb coact inh
Cc1cc(C)n2nc(C(=O)OCC(=O)Nc3ccc4c(c3)OC(F)(F)O4)nc2n1 | 1
COc1ccc(C(=O)C2CCN(C(=O)c3ccc(C)cc3)CC2)cc1 | -1
CCCCCOC(=O)C1=C(C)Nc2nnnn2C1c1ccccc1Cl (stereo unspecified) | -8
